# Screening data from PubChem.
# ERK EGF inh: inhibitors of EGF-stimulated ERK signaling pathway | 130,000 tested, 0.41% active | HEK293-V1b, EGF-stimulated phospho-ERK AlphaScreen | AID 1454 | Potency, µM (titrated, usually from 11.5 µM), without a hit: at the top dose activity change, negative = inhibition, usual class: inhibitors; active means well fitted inhibition curve with a large enough effect; inconclusive means small, poorly fitted or top-dose-only effect, or effect the other way;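 further: plate controls were stimulated vehicle wells for no effect and unstimulated vehicle basal for full effect; nearly all actives have a fitted effect of over 55% in size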
#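 V1b-HEK293, 1% FBS o/n; cpd 30 min 37C; EGF 25 nM final, 5 min; lyse 10 min; AlphaScreen beads 5 h RT. Normalized DMSO basal vs EGF max; Hill AC50.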
# An asterisk follows results filed as active; ? = inconclusive; [ ] = another dose, or the depositor's remark. Potency means the concentration at half of the fitted maximal effect. Some of the compounds tested; count on the stated rates, not on these rows.
SMILES,ERK EGF inh
COc1ccc(Nc2ncnc3sc(-c4ccccc4)cc23)c(OC)c1,3%[57.5 µM]
COc1ccc(Br)cc1S(=O)(=O)Nc1cccc(C)n1,6%
S=C(NCCCn1ccnc1)Nc1cccc(Cl)c1,-2%
CCc1c(C)nc2c(C)cccc2c1SCCC#N,-12%
Cc1cc(C)cc(Nc2c(F)c(F)c(F)c(F)c2C(=O)O)c1,-2%
O=c1c(CCc2ccccc2)nc2cnc(N3CCNCC3)nc2n1CCc1ccccc1,?
CCOC(=O)C1=C(O)C(=O)N(CCCn2ccnc2)C1c1ccc(C)cc1 (centres undefined),34%
O=C(Cc1ccc(F)cc1)N1CCN=C1SCc1cccc([N+](=O)[O-])c1,-2%
CCOC(=O)C1C(=O)OC2(CCOC(C)(C)C2)C1C(=O)OCC (centres undefined),-7%[57.5 µM]
Cc1nc(-c2ccc(NC(=O)c3ccccc3C)cc2)cs1,-9%
O=C(CCN1CCN(CCO)CC1)Nc1cccc(Br)c1,-2%[57.5 µM]
O=C(/C=C/c1ccc(F)cc1)N1CCN(c2ccccn2)CC1,-6%
CNC(=O)CSc1nnc(C(C)C)n1C,-6%
COC(=O)CSc1nnc(CNC(=O)c2cc(OC)cc(OC)c2)n1-c1ccc(F)cc1,2%
Cc1cc2c(sc3c(C)ccc(C)c32)c(C)n1,-5%[57.5 µM]
CSC1=N/C(=C\c2ccccc2Cl)C(=O)N1N(C)C,-7%[57.5 µM]
CC1(C)CC(=O)C2=C(C1)OC(/N=C/N1CCCC1)=C(C#N)C2c1ccccc1 (centres undefined),1%[57.5 µM]
COc1ccc(NC(=O)c2ccc(-c3ccccc3Cl)o2)cc1,-3%
O=C(Nc1ccc(C(=O)O)cc1)Nc1ccc(F)cc1F,7%
CSCCC(NS(=O)(=O)c1ccc(F)cc1)C(=O)NCc1ccc(S(N)(=O)=O)cc1 (centres undefined),4%[57.5 µM]
O=C(O)CC(CC(=O)Nc1ccc(-n2ccc(C(F)(F)F)n2)cc1)c1ccccc1 (centres undefined),?
Cc1ccc(NS(=O)(=O)c2ccc(N/N=C/c3ccncc3)c([N+](=O)[O-])c2)c(C)c1,1%
N#CNC(=Nc1ccccc1)SCc1ccc(C(=O)O)cc1,-9%
CCOc1ccc(-c2nc[nH]c2[N+](=O)[O-])cc1,1%
Cc1ccc(C)c(NC(=O)Cn2c(=O)n(-c3ccc(CC(=O)NCC4CCCO4)cc3)c(=O)c3ccccc32)c1 (centres undefined),3%
N#Cc1ccc(-c2nc3cc(C#N)c(C#N)cc3nc2-c2ccccc2)cc1C#N,-2%
CCCCn1nnnc1NCc1ccc(C)s1,0%
Cc1ccc2cc(CCNC(=O)c3cc4ccccc4o3)c(=O)[nH]c2c1C,32µM*
COc1ccccc1Nc1nc(-c2ccccc2O)nc2ccccc12,0%
Cc1ccc(C)c(S(=O)(=O)NCC(=O)NCc2ccco2)c1,-5%

# The list goes on (2 carried over from the part before).
SMILES,ERK EGF inh
COc1ccccc1Nc1nc(-c2ccccc2O)nc2ccccc12,0%
Cc1ccc(C)c(S(=O)(=O)NCC(=O)NCc2ccco2)c1,-5%
O=C(c1ccco1)N1CCC[C@@]2(CCN(c3ccncc3)C2)C1,-2%
C/C=C(\C)C(=O)O[C@H]1C[C@@]2(C)CCC(C(C)C)C2(O)CC[C@@]1(C)O (some centres undefined),5%
CC(=O)N1CSCC1C(=O)NNS(=O)(=O)c1cccc(C(F)(F)F)c1 (centres undefined),2%[57.5 µM]
COC(=O)C1=C(C(=O)OC)[C@@H]2N(Cc3ccccc3)c3ccccc3[C@@]23C[C@@H](C(=O)OC)N(C(=O)COCc2ccccc2)C3=N1,0%[57.5 µM]
CCOC(=O)CSc1cn2c(n1)CCC2,7%
Cc1nnnn1/C(=C\c1ccccc1)C(=O)OCC(=O)N1CC2(C)CC1CC(C)(C)C2 (centres undefined),?
O=C(Nc1ccc2ccccc2c1)N1CCCN(CCOc2ccccc2)CC1,-11%[57.5 µM]
O=C(CSc1ccccc1)N1CCN(c2ccccc2)CC1,-2%
CCOCc1nnc(NC(=O)c2cc(C(=O)OC)cc([N+](=O)[O-])c2)s1,2%
COc1ccc2c(c1O)C(=O)c1ccccc1C2=O,-8%[57.5 µM]
CCC12CN(C(=O)c3ccc(C)cc3)CC(CC)(CN(C(=O)c3ccc(C)cc3)C1)C2=O,-10%
CCCCc1nc(NCc2ccccc2)c(C#N)c2c1CCCC2,0%
CCCOc1ccc(NC(=O)CC2C(=O)N(Cc3ccccc3)C(=S)N2Cc2cccs2)cc1 (centres undefined),3%
O=C(CNc1n[nH]c(=O)[nH]c1=O)N/N=C/C=C/c1ccccc1,9%[57.5 µM]
CCCCSc1ncnc2[nH]ncc12,4%[57.5 µM]
O=C(c1cccs1)N1CCc2ccccc2C1,-11%
COc1ccc(C(C)NC(=O)c2ccccc2Cl)cc1OC (centres undefined),-1%
O=C(CCc1nnc(CCCCc2ccccc2)o1)N1CCN(CCO)CC1,-4%[57.5 µM]
CC(C)c1ccccc1NC(=S)NC(C)c1ccccc1 (centres undefined),3%
NC(=O)C1(C(N)=O)OC1c1ccc(Cl)cc1Cl (centres undefined),2%[57.5 µM]
COc1ccc(C(=O)N/C(=C/c2ccco2)C(=O)NC2CCS(=O)(=O)C2)cc1 (centres undefined),3%
CC1(c2ccc([N+](=O)[O-])cc2)CC(C)(C)N(C(=O)c2ccccc2)c2ccccc21 (centres undefined),?
Nc1nnn(Cc2ccccc2)n1,-3%
Cc1ccc(-c2nc(C)c(C(=O)O)s2)cc1,-1%
O=C(NCc1ccco1)c1ccc2ccccc2n1,-1%
C[C@H](NC(=O)c1ccccc1Cl)C(=O)NCc1cccs1,-14%
CC(=O)Nc1ccc(C(=O)N/C(=C/c2ccccc2)C(=O)Nc2cccc(C(=O)O)c2)cc1,1%
Cc1ccc(C(=O)CSc2ccc(-c3ccncc3)nn2)cc1,-8%
Cc1cccc(NC(=S)Nc2c(C)n(C)n(-c3ccccc3)c2=O)c1C,7%
O=C(NCc1ccco1)C(=O)c1cn(CC(=O)N2CCCCCC2)c2ccccc12,-4%
CN(C)S(=O)(=O)c1ccc(NC(=O)CNc2cc(S(=O)(=O)N3CCCC3)ccc2OCC(F)(F)F)cc1,-7%
CC1(C)CC(NC(=O)CSc2ccccc2)CC(C)(C)N1,5%
O=Cc1cn[nH]c1-c1cccc([N+](=O)[O-])c1,-2%[57.5 µM]
O=C(CN1CCN(Cc2ccccc2)CC1)Nc1ccc(S(=O)(=O)N2CCOCC2)cc1,5%
Cc1cc([N+](=O)[O-])nn1CC(=O)N1CCCc2ccccc21,9%
CN(CCn1ccnc1)Cc1cn(-c2ccccc2)nc1-c1ccc2c(c1)OCO2,8%
Cc1cc(OCc2cn3cccnc3n2)ccc1Cl,16%
CC1(C)C2CCC1(C)C(OC(=O)c1ccc(O)cc1)C2 (centres undefined),?
CC(=O)Nc1ccc(N2CCc3c(C)c(C#N)c4nc5ccccc5n4c32)cc1,4%
O=C(NC(=S)Nc1ccc(N2CCOCC2)cc1)c1ccccc1,1%
CC(=O)Nc1ccc(S(=O)(=O)N[C@@H](C)C(=O)OCc2ccc(Cl)cc2)cc1,8%
O=C(c1ccc(N2CCOCC2)cc1[N+](=O)[O-])N1CCOCC1,-5%[57.5 µM]
O=C(COC(=O)CCCN=C1NS(=O)(=O)c2ccccc21)NC(=O)NC1CCCC1,1%
Cc1ccc(S(=O)(=O)N/N=C/c2cc([N+](=O)[O-])ccc2O)cc1[N+](=O)[O-],-3%
COc1ccc(C(OC(=O)c2ccco2)C(=O)NC(C)(C)C)cc1 (centres undefined),-4%
CCN(CC)CCNC(=O)c1cc(-c2ccco2)nc2ccccc12,1%
COc1ccc(S(=O)(=O)CC2(O)CCN(C(=O)C(C)(C)C)CC2)cc1,-2%
O=C(c1cccs1)N1CCN(C(=O)C2CCCO2)CC1 (centres undefined),5%
O=C(c1ccc(S(=O)(=O)N2CCCCC2)cc1)N(c1ccccn1)C1CCCCC1,4%[57.5 µM]
O=C(O)c1cc(Cl)c(Cl)cc1C(=O)Nc1cccnc1,-12%
COc1ccc([C@H](C)NC[C@H](O)c2ccc(O)c(NC=O)c2)cc1,-8%
Nc1cccc2c1C(=O)N(C(=O)/C=C/c1cccc(Br)c1)C2=O,-4%[57.5 µM]
Cn1c(=O)c2c(nc(SCC(=O)N3CCCCCC3)n2C)n(C)c1=O,1%
COCC(=O)N1CCC2(CC1)CN(C(=O)Nc1ccccc1)C2,3%
COc1ccc(S(=O)(=O)N2CCN(C3CCCCCCC3)CC2)cc1,1%
CCOCCOC(=O)c1[nH]c2c(c1C)C(=O)CC(c1cccs1)C2 (centres undefined),1%
O=C(O)c1ccc(S(=O)(=O)NC2CC2)cc1,-2%[57.5 µM]
Cc1ccccc1NC(=S)N(CCN(C)C)C(C)c1cccnc1 (centres undefined),6%
N/C(=N\N=C\c1cccc([N+](=O)[O-])c1)c1nonc1N,21%[57.5 µM]
COc1ccccc1C(=O)C1Nc2ccccc2-c2nnc(SC)nc2O1 (centres undefined),3%

# (continued)
SMILES,ERK EGF inh
NC(=O)c1cccc2cc3ccccc3cc12,-4%
O=C(NC(=S)Nc1cnc2ccccc2c1)c1ccccc1,9%
CCOC(=O)N/N=C(\c1ccccc1)C(O)c1ccccc1 (centres undefined),3%
CN1CCN(C2=Cc3ccccc3Sc3cc(F)c(F)cc32)CC1,?
CC(Sc1nc(-c2ccccc2)cc(C(F)(F)F)n1)C(=O)N1CCCC1 (centres undefined),2%
COC(=O)c1ccccc1NC(=O)Cc1ccccc1OC,1%
COc1ccc(C(=O)NC(=S)SCC(=O)O)cc1,-6%[57.5 µM]
Cc1cc(/C=C2\SC(=S)NC2=O)c(C)n1-c1ccc(O)cc1,-15%[57.5 µM]
COC(=O)CCC(=O)NC(=S)Nc1sc(C)c(C)c1C(N)=O,6%
CCOC(=O)c1c(N=CN(C)C)c2cc([N+](=O)[O-])cnc2n1C,-10%[57.5 µM]
CCCOC(=O)c1ccc(NC(=O)/C=C/c2cccs2)cc1,?
C=CCNC(=O)c1ccc(-c2ccc([N+](=O)[O-])cc2)o1,-5%
O=C(/C=C/c1ccccc1)N/C(=C\c1ccco1)C(=O)O,-3%
CC(=O)C1C(c2ccc3ncccc3c2)NC(=O)NC1(O)C(F)(F)F (centres undefined),4%
CC1(C)CN=c2s/c(=C\c3ccc(Cl)cc3)c(=O)n2C1,-5%

# Exported with bars between the fields: part of the list above
SMILES | ERK EGF inh
Cn1c(=O)c2c(nc(SCC(=O)N3CCCCCC3)n2C)n(C)c1=O | 1%
COCC(=O)N1CCC2(CC1)CN(C(=O)Nc1ccccc1)C2 | 3%
COc1ccc(S(=O)(=O)N2CCN(C3CCCCCCC3)CC2)cc1 | 1%
CCOCCOC(=O)c1[nH]c2c(c1C)C(=O)CC(c1cccs1)C2 (centres undefined) | 1%

# Next section:
SMILES,ERK EGF inh
CC(c1nnnn1C1CCCCC1)N(Cc1ccccc1)Cc1cccnc1 (centres undefined),2%
CCOC(=O)C1(Cc2ccccc2C(F)(F)F)CCN(C2CCN(C(C)C)CC2)CC1,-12%
CN(C(=S)Nc1ccc(Oc2ccccc2)cc1)c1ccc(O)cc1,5%
CCC(C)(NC(=O)Cc1c[nH]c2ccccc12)C(=O)NC1CCCCC1 (centres undefined),4%
Cc1ccc(-c2cc(C(=O)N/N=C/C=C/c3ccccc3)n[nH]2)s1,4%
COc1cccc(CNc2ccc3nc(-c4ccc(N)cc4)c(OC)n3n2)c1,1%
NNc1ccc2nnc(C(F)(F)C(F)(F)C(F)(F)F)n2n1,-3%
O=C(c1ccc(Cl)cc1)N1CCN(c2ccc(F)cc2)CC1,1%
O=[N+]([O-])c1ccc(Oc2cccc3cccnc23)c([N+](=O)[O-])c1,?
C/C=C/c1ccc(OCC(=O)O)c(OC)c1,-10%[57.5 µM]
OCCNc1c2ccccc2nc2c(F)c(F)c(F)c(F)c12,-1%
CCN1C(=O)/C(=C/c2nc3ccccc3c(=O)[nH]2)c2ccccc21,3%
O=C(Cc1cccs1)NCCc1csc(-c2ccccc2)n1,-11%[57.5 µM]
CCSc1ccc(-c2nn(-c3ccccc3)cc2/C=C(/C#N)C(=O)NC)cc1,-18%
OC1(c2ccc(Cl)cc2)CCN(Cc2cn[nH]c2-c2ccccc2)CC1,-1%[57.5 µM]
COC(=O)c1cc(Br)c(=O)n(CCc2ccc(O)cc2)c1,3%[57.5 µM]
CC(=O)Nc1ccc(NC(=O)C2CCN(c3ccc(C(F)(F)F)cn3)CC2)cc1,-11%

# Part of the list above in order of count of non-hydrogen atoms, smallest number first.
SMILES,ERK EGF inh
COC(=O)c1cc(Br)c(=O)n(CCc2ccc(O)cc2)c1,3%[57.5 µM]
CCSc1ccc(-c2nn(-c3ccccc3)cc2/C=C(/C#N)C(=O)NC)cc1,-18%
CC(=O)Nc1ccc(NC(=O)C2CCN(c3ccc(C(F)(F)F)cn3)CC2)cc1,-11%
CCOC(=O)C1(Cc2ccccc2C(F)(F)F)CCN(C2CCN(C(C)C)CC2)CC1,-12%
